Screens from PubChem BioAssay.
GSK3B inh – blocks human GSK3beta kinase activity | P49841 | GST-GSK3beta kinase, ADP-Glo luminescence, 60 min; stronger effect = lower value | activity score (negative = inhibition), % at 10 µM | 0.038% of 300,000 active | AID 2097;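 active means more than half of replicate wells score below -50%, meaning over 50% inhibition versus plate controls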;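 further: 0% = median DMSO wells and -100% = median GW8510 positive control wells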
Target sequence (P49841 whole entry, looked up): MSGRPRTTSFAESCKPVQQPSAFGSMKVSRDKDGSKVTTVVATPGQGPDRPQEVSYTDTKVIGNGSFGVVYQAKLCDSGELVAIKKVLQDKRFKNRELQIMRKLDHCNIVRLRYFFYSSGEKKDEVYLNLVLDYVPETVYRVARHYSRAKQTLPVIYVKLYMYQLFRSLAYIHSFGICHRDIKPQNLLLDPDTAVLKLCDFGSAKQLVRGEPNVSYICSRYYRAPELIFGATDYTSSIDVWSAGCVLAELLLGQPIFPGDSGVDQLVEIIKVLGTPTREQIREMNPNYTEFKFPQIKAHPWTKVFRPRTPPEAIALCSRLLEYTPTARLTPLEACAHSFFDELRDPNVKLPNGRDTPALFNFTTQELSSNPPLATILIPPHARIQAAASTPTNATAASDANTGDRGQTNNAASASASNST
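Test system – GST-tagged human GSK3beta kinase, cell-free · Incubation – 60 min enzyme reaction, room temperature · Signal – ADP-Glo luminescence · Also added – peptide substrate and ATP at 25 µM · Controls – DMSO neutral wells and GW8510 at 20 µM as positive · Buffer or medium – Tris/MgCl2 kinase buffer · Measure – Luminescence-derived activity versus plate DMSO and GW8510 wells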
GSK3A inh – blocks human GSK-3 alpha kinase; P49840; ADP-Glo luminescence, 60 min; inhibition, % at 10 µM; 0.1% of 320,000 active; AID 2650;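 in the data active means inhibition above about 50%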;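 further: GST-tagged GSK-3 alpha with peptide substrate and 25 µM ATP; 0% = DMSO neutral wells and 100% = GW8510 positive control wells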
Target sequence (P49840 whole entry, looked up): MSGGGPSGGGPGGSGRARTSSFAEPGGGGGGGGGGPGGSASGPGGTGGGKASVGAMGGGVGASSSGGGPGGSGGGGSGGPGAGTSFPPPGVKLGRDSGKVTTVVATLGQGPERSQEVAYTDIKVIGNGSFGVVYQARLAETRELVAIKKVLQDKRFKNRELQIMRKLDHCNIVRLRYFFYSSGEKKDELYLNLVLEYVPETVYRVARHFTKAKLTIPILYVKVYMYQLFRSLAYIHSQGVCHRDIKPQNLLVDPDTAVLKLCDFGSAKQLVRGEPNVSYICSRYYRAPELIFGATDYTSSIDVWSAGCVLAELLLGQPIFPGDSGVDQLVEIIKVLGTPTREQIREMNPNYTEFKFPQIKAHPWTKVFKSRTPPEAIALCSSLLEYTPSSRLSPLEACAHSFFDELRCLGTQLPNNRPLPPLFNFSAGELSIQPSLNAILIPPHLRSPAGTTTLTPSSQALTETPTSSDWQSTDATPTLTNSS
AI-2 QS mod – modulators of Vibrio harveyi AI-2 quorum sensing system | Vibrio harveyi JMH597 AI-2 luminescence/OD600 ratio, 9 h; stronger effect = lower value; strain lacks LuxN and CqsS sensors; 0 = neutral-control median | activity change, % at 7.5 µM | 0.4% of 300,000 active | AID 2094; in the data active means activity change below about -75%, passing the limit was not always enough;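 further: luminescence divided by OD600 gain over 9 h not by final OD600 alone; inactives centre near 13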
PolyA inhibitor – inhibitors of polyadenylation in S. cerevisiae | calls only at 12 µM | S. cerevisiae SKY197-pL101 polyadenylation reporter, beta-gal luminescence; efflux-impaired pdr1/pdr3 knockout yeast; score 100 = 6 SD above DMSO | AID 1875 | 0.02% of 300,000 active;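 active means lowest replicate activity score at least 50, where 100 means six control SD above control mean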;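 further: yeast exposed to compound for 9 h at 30 °C; higher score means more reporter readthrough which indicates perturbed polyadenylation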
KLF5 inhibitor – kruppel-like factor 5 inhibition; DLD-1 KLF5 promoter-luciferase reporter, luminescence; inhibition, % at 5 µM; AID 1700; 0.23% of 290,000 active;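 active means inhibition above a per-plate limit of that plate's mean compound inhibition plus 3 SD, cut at about 60% in these data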;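 further: 0% = DMSO wells and 100% = LY294002 at 200 µM; higher means less KLF5 promoter-driven luciferase light; inactives centre near -14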
HSF1 inh – HSF1 inhibition; NIH3T3-HGL HSE-luciferase, MG132-induced, luminescence 8 h; stronger effect = lower value; AID 2098; 0.77% of 300,000 active; activity change, negative = inhibition, % at 7.5 µM (by protocol);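 active means more than half of replicate wells show activity change below -50%, luminescence cut by over half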;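 further: luciferase reports HSF-1 transcriptional activity via heat shock element; 0% = median of DMSO wells and -100% = zero luminescence signal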
IEC-6 cytotox – IEC-6 cytotoxicity, counter-screen for KLF5 inhibitors | inhibition, % at 5 µM | 0.78% of 290,000 active | AID 1825 | luminescence viability; in the data active means inhibition above about 22%;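 further: 0% = plate median of test compound wells and 100% = cytotoxic reference compound wells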
HSF-1 act – increases HSF-1 driven luciferase reporter signal; NIH3T3-HGL HSF-1 luciferase reporter, MG132, 8 h; 100% = twice DMSO control signal; 1.7% of 300,000 active; activation, % at 9 µM;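 active means mean replicate activation of at least 50% with a set share of replicates each reaching 50%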;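 further: 0% = median of the neutral control wells and 100% = twice that signal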
HSP90 inh – HSP90 refolding inhibition in rabbit reticulocyte lysate; 0.91% of 290,000 active; AID 1789; luciferase refolding luminescence, 3 h; inhibition, % at 5.6 µM;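 active means inhibition above the screen-wide mean plus 3 SD, computed separately per campaign, cut at about 16% in these data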;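 further: 0% = DMSO wells and 100% = 60 µM geldanamycin wells; inhibitors lower the luminescence because luciferase stays unfolded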
aSyn 5UTR inh – 5' untranslated region of α-synuclein, MLPCN primary screen; alpha-synuclein 5'UTR reporter, inhibitor activity; inhibition, % (tested at 7.5 µM); 0.82% of 300,000 active; in the data active means inhibition above about 60%;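 further: H4 neuroglioblastoma cells stably carrying SNCA 5'UTR luciferase fusion; 0% = DMSO wells and 100% = positive control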
Active calls of the source: *; i = inactive; . = no result given.

No.	molecule	GSK3B inh	GSK3A inh	AI-2 QS mod	PolyA inhibitor	KLF5 inhibitor
1	O=C(CN1C(=O)NC2(CCCCCC2)C1=O)N1CCN(S(=O)(=O)c2ccccc2)CC1	-3	-7	17	i	-14
2	CO[C@@H]1O[C@@H]2COC(c3ccccc3)O[C@@H]2[C@@H](OC)[C@@H]1O (stereo partly specified)	2	1	27	i	3
3	O=c1cc(NC2CCCCC2)[nH]c(=O)[nH]1	0	2	17	i	.
4	COc1ccc(NS(=O)(=O)c2ccc(OC)c(OC)c2)cc1OC	4	-2	23	i	-4
5	N#Cc1nc(COc2ccc(Br)cc2)oc1NCCCn1ccnc1	-1	3	11	i	5
6	O=C(NC(C(=O)N/N=C/c1cc([N+](=O)[O-])ccc1O)c1n[nH]c(=O)c2ccccc12)c1ccccc1 (stereo unspecified)	4	-3	19	i	-17
7	OC1C=CSc2nc3ccccc3n21 (stereo unspecified)	-1	1	16	i	-44
8	CCn1cc(C(=O)N2CCN(C(=O)c3ccco3)CC2)c2cc(OC)c(OC)cc2c1=O	-3	2	-4	i	-6

No.	HSF1 inh	IEC-6 cytotox	HSF-1 act	HSP90 inh	aSyn 5UTR inh
1	-3	-11	-5	0	-6
2	7	-5	-10	-1	-19
3	-7	.	-17	.	18
4	2	3	-3	2	33
5	0	12	31	5	25
6	3	-3	-8	-9	-4
7	10	-2	0	0	-4
8	-23	4	-40	0	4

Results in IEC-6 cytotox, AI-2 QS mod and KLF5 inhibitor (2 entries from above):
No. | compound | IEC-6 cytotox | AI-2 QS mod | KLF5 inhibitor
2 | CO[C@@H]1O[C@@H]2COC(c3ccccc3)O[C@@H]2[C@@H](OC)[C@@H]1O (stereo partly specified) | -5 | 27 | 3
7 | OC1C=CSc2nc3ccccc3n21 (stereo unspecified) | -2 | 16 | -44

(cont.)
No.	molecule	GSK3B inh	GSK3A inh	AI-2 QS mod	PolyA inhibitor	KLF5 inhibitor
9	Cc1cccc(C)c1OCC(O)CNS(=O)(=O)c1ccccc1C(=O)N1CCOCC1 (stereo unspecified)	1	.	14	i	-20
10	COc1ccc(CCN2C(=O)C(Oc3ccccc3C)C2c2ccc3c(c2)OCO3)cc1OC (stereo unspecified)	-4	0	21	i	-11
11	COC(CNC(=O)[C@H](CSCc1ccccc1)N1Cc2ccccc2C1=O)OC	-2	-1	11	i	-14
12	CC(C)CNC(=O)c1cccc(NC(=O)c2ccc(Cl)c([N+](=O)[O-])c2)c1	1	-1	12	i	-16
13	O=C(NCCc1ccccc1)c1cccnc1N1CCCCCC1	4	-2	4	i	-10
14	CCn1nnnc1SCC(=O)NC1Cc2ccccc2C1	1	-2	-10	i	-9
15	CCCc1nnc(-c2ccc(OC)cc2)o1	-2	0	3	i	-18
16	Cc1nn(C(C)(C)C)c(OC(=O)c2cccs2)c1S(=O)(=O)c1ccccc1	3	0	18	i	-3

No.	HSF1 inh	IEC-6 cytotox	HSF-1 act	HSP90 inh	aSyn 5UTR inh
9	-6	-6	-1	-3	4
10	3	-2	-2	3	12
11	2	0	3	-2	-6
12	-8	4	1	-5	-54
13	16	0	12	-3	6
14	-3	2	9	-3	-23
15	9	6	-4	5	-67
16	-2	4	-1	4	-31

Later entries.
No.	molecule	GSK3B inh	GSK3A inh	AI-2 QS mod	PolyA inhibitor	KLF5 inhibitor
17	CC(C)Cn1c(SCc2nnc(-c3cccs3)o2)nc(O)cc1=O	1	2	15	i	4
18	O=C(CCc1nnc2ccc(NCc3ccco3)nn12)Nc1ccc(F)cc1F	-3	-1	4	i	-24
19	COC(=O)C1(C(=O)OC)NOC2C(=O)N(N(C)c3ncc(C(F)(F)F)cc3Cl)C(=O)C21 (stereo unspecified)	0	0	9	i	5
20	O=C(O)CC(Cn1cnnn1)c1ccccc1 (stereo unspecified)	1	-2	30	i	2
21	O=C(CSc1nnc(-c2ccco2)n1Cc1ccccc1)NCc1ccccc1	2	1	14	i	-77
22	C[C@]1(C(=O)O)Cc2oncc2C[C@@H]1C(=O)O	-2	-1	25	i	-23
23	CN1C[C@@H]2C(c3ccc(Cl)nc3)C3(c4ccc(C#N)cc4)CC2(C3)[C@H]1c1ccccc1 (stereo partly specified)	-2	-8	63	i	.
24	C=CCN1C(=O)/C(=C/c2ccccc2)S/C1=N/c1nccs1	1	-1	12	i	-3

No.	HSF1 inh	IEC-6 cytotox	HSF-1 act	HSP90 inh	aSyn 5UTR inh
17	0	3	7	0	14
18	0	-4	1	-1	14
19	8	6	-1	0	11
20	-2	2	3	5	16
21	2	-7	4	0	6
22	-11	-1	-10	-2	4
23	-5	.	-3	.	14
24	-7	-3	-8	1	33

(continued)
No.	molecule	GSK3B inh	GSK3A inh	AI-2 QS mod	PolyA inhibitor	KLF5 inhibitor
25	Nc1ccccc1SCc1ccccc1Cl	1	0	-7	i	8
26	CCOc1c(C)cnc2c1c(=O)n(CC(=O)NCC1CCCO1)c(=O)n2C (stereo unspecified)	1	-1	15	i	.
27	COc1ccc(CCC(=O)Nc2cc(S(C)(=O)=O)ccc2Cl)cc1	1	-1	22	i	5
28	C#CC(CC)(CC)NC(=S)Nc1cccc(C(C)=O)c1	0	-2	3	i	24
29	Cc1nc(C(=O)NC2CC2)sc1C1(C)CC(c2ccccc2)=NO1 (stereo unspecified)	1	-2	10	i	.
30	Cc1ccc(OCC(=O)N2CCN(S(C)(=O)=O)CC2)cc1	3	-2	6	i	7
31	COc1ccc(C2NC(=O)c3ccccc3O2)cc1 (stereo unspecified)	3	-1	9	i	-44
32	O=C1CNC(=S)N1CCCn1ccnc1	-1	-4	3	i	-31

No.	HSF1 inh	IEC-6 cytotox	HSF-1 act	HSP90 inh	aSyn 5UTR inh
25	-4	3	-6	2	1
26	-5	.	-3	.	-6
27	13	-2	35	1	0
28	4	2	13	2	-10
29	-11	.	1	.	7
30	-8	-2	-18	-3	-6
31	6	-10	24	-3	-2
32	-8	-2	-22	3	8

Continuation.
No.	molecule	GSK3B inh	GSK3A inh	AI-2 QS mod	PolyA inhibitor	KLF5 inhibitor
33	COC(=O)C1CCN(C(=O)c2ccc(SC)cc2OC)CC1	1	-2	18	i	-19
34	C=CCOc1ccc2c(c1)c(S(=O)(=O)c1ccc(C)cc1)cn2COC	1	10	25	i	-23
35	COC(=O)C1=CN(CC2CCCO2)C=C(C(=O)OC)C1c1ccsc1 (stereo unspecified)	0	-2	4	i	1
36	Cc1ccc(-n2[nH]c(C)c(/C=N/NC(=O)c3ccc(O)cc3O)c2=O)cc1	-5	6	11	i	-23
37	Cc1cccc(N2CCN(Cc3nc(-c4cccc(Oc5ccccc5)c4)oc3C)CC2)n1	1	-2	13	i	19
38	O=C(Nc1nccs1)c1ccc(Cl)cc1[N+](=O)[O-]	2	-2	9	i	-57
39	Cc1cc[n+](CC[n+]2ccc(C)cc2)cc1	0	9	29	i	.
40	CCN(CC)c1ccc(CNCc2cccs2)cc1	-2	-1	14	i	-14

No.	HSF1 inh	IEC-6 cytotox	HSF-1 act	HSP90 inh	aSyn 5UTR inh
33	-6	4	3	-2	-7
34	14	-6	11	1	-13
35	-5	0	-10	3	6
36	9	5	18	-11	-41
37	-4	2	4	-1	13
38	0	1	-12	0	-2
39	-5	.	-2	.	-10
40	5	-3	-5	0	-40

The list goes on:
No.	molecule	GSK3B inh	GSK3A inh	AI-2 QS mod	PolyA inhibitor	KLF5 inhibitor
41	COc1cc(C(=O)Nc2ccc(S(=O)(=O)Nc3ncccn3)cc2)c([N+](=O)[O-])cc1OC	-1	1	18	i	-37
42	Cc1cc(C)n(CC2CC(=O)N(c3ccc(C)c(Cl)c3)C2=O)n1 (stereo unspecified)	3	-1	1	i	-5
43	CC1CCN(C(=O)Cn2c3ccc(F)cc3c3nc4n(c(=O)c32)CCCS4)CC1	-1	-4	9	i	-14
44	CN1CCN(C(=O)c2ccccc2NC(=O)COc2ccccc2Cl)CC1	2	1	21	i	-34
45	Cc1ccc(C(=O)N/C(=C\c2cccs2)C(=O)NC2CCCCC2)cc1	1	-2	17	i	-39
46	COCc1[nH][nH]c(=O)c1C=Nc1ccc(C(F)(F)F)cc1	2	0	0	i	-5
47	CCOc1ccc(C2C(C(=O)O)c3ccccc3C(=O)N2CCN2CCOCC2)cc1 (stereo unspecified)	-2	0	22	i	-35
48	COc1ccc(CCNC(=O)c2ccc(CNS(=O)(=O)c3cc(C)ccc3C)cc2)cc1OC	1	-2	10	i	-12
49	O=C(NCC(c1ccco1)N1CCc2ccccc21)C(=O)Nc1ccccc1F (stereo unspecified)	-1	-3	16	i	.
50	CC(C)n1c(SCC(=O)N2CCCC2)nc2c1c(=O)n(C)c(=O)n2C	0	-1	13	i	0

No.	HSF1 inh	IEC-6 cytotox	HSF-1 act	HSP90 inh	aSyn 5UTR inh
41	-2	-4	7	1	19
42	-1	-2	-5	4	-10
43	-1	3	4	-5	27
44	2	4	8	0	-10
45	-3	-1	1	-6	1
46	-5	-8	-20	1	-7
47	-1	-2	8	0	-3
48	2	0	16	-1	-24
49	-3	.	-2	.	-17
50	2	-6	0	0	19

Full records, quoted from the list. Screens in order: GSK3B inh	GSK3A inh	AI-2 QS mod	PolyA inhibitor	KLF5 inhibitor	HSF1 inh	IEC-6 cytotox	HSF-1 act	HSP90 inh	aSyn 5UTR inh
Cc1ccc(C(=O)N/C(=C\c2cccs2)C(=O)NC2CCCCC2)cc1 reads 1	-2	17	i	-39	-3	-1	1	-6	1
CCOc1ccc(C2C(C(=O)O)c3ccccc3C(=O)N2CCN2CCOCC2)cc1 (stereo unspecified) reads -2	0	22	i	-35	-1	-2	8	0	-3
COCc1[nH][nH]c(=O)c1C=Nc1ccc(C(F)(F)F)cc1 reads 2	0	0	i	-5	-5	-8	-20	1	-7
CN1CCN(C(=O)c2ccccc2NC(=O)COc2ccccc2Cl)CC1 reads 2	1	21	i	-34	2	4	8	0	-10
O=C(NCC(c1ccco1)N1CCc2ccccc21)C(=O)Nc1ccccc1F (stereo unspecified) reads -1	-3	16	i	.	-3	.	-2	.	-17

These rows are one share of the data. The share of hits here may be higher or lower than overall.
